# ALOX12 inh: inhibitors of human 12S-lipoxygenase ALOX12 | 580,000 tested, 1.1% active | Potency, µM (highest dose often 108 µM), for the others: at the top dose activity change, negative = inhibition, hits mostly inhibitors | P18054 | purified 12hLO, xylenol orange hydroperoxide absorbance | AID 1671190; active = well fitted inhibition curve with a large enough effect; inconclusive = small, poorly fitted or top-dose-only effect, or another doubt; inactive = no such curve, though single readings can be large or run the other way
# Target sequence (P18054 whole entry, looked up): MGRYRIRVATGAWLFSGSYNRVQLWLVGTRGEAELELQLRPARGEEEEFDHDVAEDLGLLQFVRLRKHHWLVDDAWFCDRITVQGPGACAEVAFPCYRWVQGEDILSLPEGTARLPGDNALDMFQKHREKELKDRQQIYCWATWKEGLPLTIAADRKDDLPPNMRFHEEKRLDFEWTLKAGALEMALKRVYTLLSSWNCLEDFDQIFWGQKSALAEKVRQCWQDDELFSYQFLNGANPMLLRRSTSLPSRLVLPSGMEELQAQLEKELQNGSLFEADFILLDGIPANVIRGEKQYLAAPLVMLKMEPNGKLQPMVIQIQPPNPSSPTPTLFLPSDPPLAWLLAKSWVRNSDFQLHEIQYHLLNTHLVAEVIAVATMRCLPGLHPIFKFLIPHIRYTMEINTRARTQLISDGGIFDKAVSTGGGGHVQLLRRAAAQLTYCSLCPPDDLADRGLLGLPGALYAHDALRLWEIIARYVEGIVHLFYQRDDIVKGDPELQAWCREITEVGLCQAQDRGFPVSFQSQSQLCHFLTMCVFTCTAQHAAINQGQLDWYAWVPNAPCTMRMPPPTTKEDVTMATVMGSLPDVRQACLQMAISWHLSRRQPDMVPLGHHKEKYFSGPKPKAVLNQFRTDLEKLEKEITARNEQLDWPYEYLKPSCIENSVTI
#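 Purified human 12hLO at 150 nM in 25 mM Hepes, 0.01% Triton X-100, pH 7.0, preincubated 15 min at room temperature with compound. Reaction started with 40 uM arachidonic acid, 30 min at room temperature. Hydroperoxide measured by Fe-xylenol orange, 573/405 nm absorbance ratio.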
# * marks the source's active call; other numbers are inactive results; ? = inconclusive; [ ] = another dose, or the depositor's remark. % is set by controls: 0 for no effect and ±100 for the full control effect; potency is the fitted concentration of half-maximal effect.
SMILES,ALOX12 inh
COc1ccc(NC(=O)Cc2cnc(-n3cccc3)s2)cc1OC,41%[activator]
COCC1CN(C)CC12CCN(S(=O)(=O)c1ccc(F)c(Cl)c1)CC2 (stereo not given),21%
Cc1ccc(NC(=O)Cc2nc(-c3ccccc3)oc2C)nc1,?
Cc1ccc(CN2C(=O)CSCC2(C)C(=O)NCc2ccccc2)cc1 (stereo not given),1%
Cc1ccc(-c2ccc3nnc(CNC(=O)COc4ccc(F)cc4)n3n2)cc1C,17%
Cc1ccc(-n2nnc(C(=O)Nc3nccs3)c2C)cc1C,9%
CC1(Cc2ccccc2F)C(=O)Nc2c(Cl)ccc(Cl)c21 (stereo not given),-1%
Cc1cc(C(=O)COC(=O)c2cccs2)c(C)n1Cc1ccco1,-27%
O=C(CC[C@H]1NC(=O)c2ccccc2NC1=O)NCCn1c(=O)c(=O)[nH]c2ccccc21,37%[activator]
Cc1ccc(NC(=O)CN2c3cccc4cccc(c34)S2(=O)=O)c(S(=O)(=O)N2CCCCC2)c1,-6%
COC(=O)N(C)CC(=O)NCc1ccccc1,-55%
Cc1ccc(C(=O)N2CCC3(CC2)NC(=O)N(c2ccc(F)cc2)N3)c(C)c1,?
CC(OC(=O)c1nn(C)c(=O)c2ccccc12)C(=O)Nc1cccc(C(F)(F)F)c1 (stereo not given),1%
Cc1cccc(N(C)S(=O)(=O)c2ccc(-c3coc(C)n3)cc2)c1,4%
O=C(Oc1ccc(Oc2ccccc2)cc1)C1CCCCC1,5%
CC(C)CCN1CCC[C@]2(N[C@H](c3ccccc3)[C@@H]3C(=O)N(Cc4ccccc4)C(=O)[C@@H]32)C1=O,?
COc1cc(OC)nc(Nc2nc(C(N)COCc3ccccc3)cs2)n1 (stereo not given),15%
Cc1ccccc1CNC(=O)C1CCCN(Cc2ccncc2)CCC(=O)NCC1 (stereo not given),22%
COCCCNC(=O)Cc1c(C)c2c(OC)cc(C)cc2oc1=O,?
O=C(N[C@H]1CCN2C(=O)c3cc(-c4ccc(F)cc4F)ccc3NC(=O)[C@H]12)c1cccs1,?
COc1cccc(CCc2nc(-c3nnn4c3COC(c3ccc(C)cc3)C4)no2)c1 (stereo not given),28%
Cc1ccc(CN2C(=O)[C@@H]3C[C@@H](O)CN3C3(CN(Cc4cccs4)C3)C2=O)o1,27%[176 µM]
COCCn1c(C)cnc1CC1CCCN(S(=O)(=O)c2cccc(F)c2)C1 (stereo not given),41%[activator]
Cc1ncc(-c2ccc(C)c(S(=O)(=O)Nc3ccc(C)c(C)c3)c2)o1,2%
CC1=C(C(=O)Nc2ccc(C)cc2C)C2(CCCCC2)OC1=O,-24%
COc1ccc(C2=NN(C(=O)C(C)(C)C)C(c3ccc4nccnc4c3)C2)cc1 (stereo not given),?
COCCO[C@H]1C(=O)N(C2CCN(C(=O)COc3ccccc3)CC2)[C@H]1c1ccncc1,33%[activator]
Cn1c(=O)c2c(nc(N3CCN(c4ccccc4)CC3)n2Cc2ccccc2Cl)n(C)c1=O,?
O=C(CN1CC2CC(C1)[C@H]1CCCC(=O)N1C2)NCc1ccco1 (stereo not given in full),9%
CCOc1ccccc1CN1CCOCCNC(=O)[C@H]2CCCC[C@H]21,42%[activator]
CCCCNC(=O)c1ccc(NC(=O)c2ccc(F)cc2)cc1,15%
CC1(C(=O)Nc2cccc3ccccc23)CCN1C(=O)C1(c2ccccc2)CCCC1 (stereo not given),-15%
C=CCC(=O)N1CCCC1C(=O)Nc1ccc(-c2cccc(OC)c2)cc1 (stereo not given),38%[activator]
CCCNCc1ccc(-c2ccc(F)cc2)o1,-2%
O=C(Cc1noc(C(=O)NCc2ccccc2Cl)n1)Nc1cccc2ncccc12,-2%
Cc1ccc(S(=O)(=O)N(C)C[C@H]2OCCCC[C@@H](C)Oc3ccc(NC(=O)Cc4ccccc4)cc3C(=O)N([C@H](C)CO)C[C@@H]2C)cc1,-24%

# 19 structures out of the list, arranged by molecular weight, highest first.
SMILES,ALOX12 inh
Cc1ccc(S(=O)(=O)N(C)C[C@H]2OCCCC[C@@H](C)Oc3ccc(NC(=O)Cc4ccccc4)cc3C(=O)N([C@H](C)CO)C[C@@H]2C)cc1,-24%
Cn1c(=O)c2c(nc(N3CCN(c4ccccc4)CC3)n2Cc2ccccc2Cl)n(C)c1=O,?
CC(C)CCN1CCC[C@]2(N[C@H](c3ccccc3)[C@@H]3C(=O)N(Cc4ccccc4)C(=O)[C@@H]32)C1=O,?
O=C(N[C@H]1CCN2C(=O)c3cc(-c4ccc(F)cc4F)ccc3NC(=O)[C@H]12)c1cccs1,?
O=C(Cc1noc(C(=O)NCc2ccccc2Cl)n1)Nc1cccc2ncccc12,-2%
COc1cccc(CCc2nc(-c3nnn4c3COC(c3ccc(C)cc3)C4)no2)c1 (stereo not given),28%
CC1(C(=O)Nc2cccc3ccccc23)CCN1C(=O)C1(c2ccccc2)CCCC1 (stereo not given),-15%
Cc1ccc(CN2C(=O)[C@@H]3C[C@@H](O)CN3C3(CN(Cc4cccs4)C3)C2=O)o1,27%[176 µM]
COCCn1c(C)cnc1CC1CCCN(S(=O)(=O)c2cccc(F)c2)C1 (stereo not given),41%[activator]
COc1ccc(C2=NN(C(=O)C(C)(C)C)C(c3ccc4nccnc4c3)C2)cc1 (stereo not given),?
COc1cc(OC)nc(Nc2nc(C(N)COCc3ccccc3)cs2)n1 (stereo not given),15%
C=CCC(=O)N1CCCC1C(=O)Nc1ccc(-c2cccc(OC)c2)cc1 (stereo not given),38%[activator]
Cc1ncc(-c2ccc(C)c(S(=O)(=O)Nc3ccc(C)c(C)c3)c2)o1,2%
COCCCNC(=O)Cc1c(C)c2c(OC)cc(C)cc2oc1=O,?
O=C(CN1CC2CC(C1)[C@H]1CCCC(=O)N1C2)NCc1ccco1 (stereo not given in full),9%
CCCCNC(=O)c1ccc(NC(=O)c2ccc(F)cc2)cc1,15%
CC1=C(C(=O)Nc2ccc(C)cc2C)C2(CCCCC2)OC1=O,-24%
O=C(Oc1ccc(Oc2ccccc2)cc1)C1CCCCC1,5%
CCCNCc1ccc(-c2ccc(F)cc2)o1,-2%

# (continued)
SMILES,ALOX12 inh
Cc1ccc(-c2cc3c(=O)n(CCNC(=O)c4cccnc4)ccn3n2)c(C)c1,20%
O=C(C1CCC1)N1CCC(N2CC3CC(C2)[C@H]2CCCC(=O)N2C3)CC1 (stereo not given in full),-2%
COC(=O)c1sc(NC(=O)COc2c(C)cc(C)cc2C)nc1C,-7%
CCCCN1CCN(C(=O)c2cc3cn(C4CC4)cc3s2)CC1,60%[activator]
COCCNC(=O)[C@H]1C[C@H](Oc2ccccc2)CN1S(=O)(=O)c1c(C)noc1C,31%[activator]
O=C(CC(Nc1cc(C(F)(F)F)ccc1Cl)C(=O)O)c1ccccc1 (stereo not given),?
CCOC(=O)N(C)c1c(CC)nc2c(OCc3ccc(C(F)(F)F)cc3)cccn12,10%
CCOC(=O)c1ccc2ccccc2c1-c1c(C(=O)OCC)ccc2ccccc12,9%
CCOc1ccc2c(n1)CCN(C(=O)c1cccc(C)c1)C2,-3%
Cc1cc(/C=C(\C#N)C(=O)NCc2ccccc2)c(C)[nH]1,3%
CCc1ccc(C(=O)N2CCN(C(=O)C3(C)CC3(Cl)Cl)CC2)cc1 (stereo not given),-2%
C/C(=N\NC(=O)c1ccc(C)s1)c1ccncc1,3%
Cc1cc(C)n2ncc(-c3noc(C(=O)NC[C@@H](C)O)n3)c2n1,-18%
Cc1cc(C(=O)N2CCC3(CC2)C(=O)N(C)c2ccccc23)nn1C,-2%
COc1ccc(NC(=O)c2ccccc2Cl)c2cccnc12,7%
C[C@H]1CN([C@@H](C)CO)C(=O)CCCn2nncc2CO[C@@H]1CN(C)S(=O)(=O)c1ccc(-n2cccn2)cc1,-2%
COc1ccccc1NC(CC(=O)c1ccccc1)C(=O)OCC(=O)c1ccc(Cl)cc1 (stereo not given),11%
CC(C)c1cn(CC[C@@H]2CC[C@@H](NC(=O)C3CCCCC3)[C@@H](CO)O2)nn1,-2%
Cc1nc2c(s1)CCCC2NC(=O)c1ccc(CCC(C)(C)O)cc1 (stereo not given),?
O=Cc1ccc(-c2ccc(I)cc2C(F)(F)F)o1,?
CC(C)c1noc(-c2cn(C3CCN(C(=O)c4cccc(N(C)C)c4)CC3)nn2)n1,-7%
Cc1noc2c(NC3CCOCC3)cc(-c3cccc(C(F)(F)F)c3)nc12,20%[176 µM]
Cc1ccc(NC(=O)Cn2nc(C(=O)O)c3ccccc3c2=O)c(Br)c1,?
CN1[C@@H](CCC(=O)NCc2ccco2)CNC(=O)[C@@H]2[C@H]1CCN2Cc1cccs1,17%[176 µM]
CC(=O)c1ccc(NC(=O)c2nc(-c3ccccc3)oc2C)cc1,1%
O=C(O)CCC(=O)N1Cc2ccccc2CC2(CCCN2Cc2ccncc2)C1 (stereo not given),7%[6.33 µM]
O=C1CC2CCN(Cc3coc(-c4ccccc4)n3)CC2CCN1 (stereo not given),-1%[6.33 µM]
CN(CC(=O)N(C)c1ccccc1C(=O)NCc1ccco1)Cc1ccc(F)cc1,-7%
Cc1c(/C=C(/C#N)c2ccccn2)cc(C#N)n1C,35µM*
CC(C)c1ccc(C=O)cc1,-27%[176 µM]
CC(C)Nc1nc(C(=O)Nc2ccccc2O)cs1,?
Cc1ccccc1OCCSc1nc2cc(S(=O)(=O)N(C)C)ccc2o1,?
O=C(OCc1ccccc1)N1CCC2(CC1)C(=O)NN=C2c1ccccn1,14%
CC(=O)Nc1cccc(NC(=O)C(=O)c2cn(CC(=O)N3CCOCC3)c3ccccc23)c1,?
O=[S+]1([O-])NCC2(CCN(Cc3ccccc3C(F)(F)F)CC2)Nc2ccccc21,86%[activator]
COc1cccc(NC(=O)c2ccc(N3CC4CC(C3)[C@H]3CCCC(=O)N3C4)nc2)c1 (stereo not given in full),49%[activator]
CCN1CCN(Cc2nc3c(c(=O)[nH]c(=O)n3C)n2CCCc2ccccc2)CC1,-13%
CCc1cc(C(=O)OCC(=O)NCCc2ccccc2)sc1C,-19%
Cc1nc2c(c(-c3ccc(O)cc3)n1)CN(C(=O)C1CC1)CC2,7%[176 µM]
CNC(=O)[C@@H]1C[C@H](Oc2cccnc2)CN1C(=O)c1ccc(OC)nc1,-8%
O=C(NCc1nnc2n1CCN(Cc1ccnc3ccccc13)CC2)c1cccc(F)c1,13%
Cc1cccnc1NC(=O)c1cnc2ccccc2n1,4%
Cc1ccc(S(=O)(=O)N2CCCC(CCC(=O)N3CCc4ccccc4C3)C2)cc1 (stereo not given),?
CN(CCCN1c2ccccc2CCc2ccccc21)C(=O)C1CNCCO1 (stereo not given),-2%
O=C(NCCCN1CCCc2ccccc21)C1Cn2cccc2C(=O)N1Cc1ccccc1 (stereo not given),?
Cn1cnnc1CC1CCN(S(=O)(=O)c2ccccc2)CC1,?
CN1CCCC(CN(CCc2ccccc2)C(=O)c2cc(C#N)cn2C)C1 (stereo not given),-2%
NC(=O)c1ccc(NC(=O)C2CC(=O)N(c3n[nH]c4cccc(F)c34)C2)cc1 (stereo not given),7%
COCCNC(=O)N1CCCC(CNC(=O)c2cccc3ccccc23)C1 (stereo not given),17%
Cc1cc(C)n(CC(=O)Nc2cccc(C(=O)NCc3ccccn3)c2)c(=O)c1C#N,-6%
COCCC1(C(=O)O)CCCN(CCN2CCCC2=O)C1 (stereo not given),-4%
CN(C)[C@@H]1CN(Cc2ccccc2F)CC[C@@H]1CNC(=O)C1CC1,21%
COC(=O)C(/C(C)=N/C(NC(C)=O)(C(F)(F)F)C(F)(F)F)C(NC(C)=O)(C(F)(F)F)C(F)(F)F (stereo not given),1%
CC(=O)N1Cc2ccccc2CC2(CCN(CCc3ccccc3)C2)C1 (stereo not given),0%[6.33 µM]
COCCNC(=O)C1CCCN(C(=O)c2ccnc(Cl)c2)CC1 (stereo not given),3%
CN(CCCNC(=O)c1nc2ccccc2c(=O)[nH]1)C(=O)c1ccc(-c2ccccc2)cc1,27%
O=C(NCc1cccc(Cl)c1)c1noc(-c2ccc(F)cc2)n1,8%
CCc1ccc(C(O)c2ncc(-c3cccc4ccccc34)[nH]2)cc1 (stereo not given),-14%
O=C1OC2OCCCC2C1Nc1ccc(I)cc1 (stereo not given),?
COc1ccc(C(=O)N2CCn3c(nnc3[C@@H]3C[C@@H](O)CN3C(C)C)C2)c(OC)n1,109%[activator]
# (listing goes on)
SMILES,ALOX12 inh
N#CC1(c2ccc(-c3cccc(CN4CCOCC4)c3)cc2)CCCC1,40%[activator]
CCC1Oc2ccc(NC(=O)Cc3ccccc3)cc2CN(Cc2ccccc2)C1=O (stereo not given),29%
Cc1noc(-c2cn(C3CCN(C(=O)c4ccccc4F)C3)nn2)n1 (stereo not given),0%
COc1ccccc1C(O)c1nc(Nc2ccc(C(F)(F)F)cc2)n[nH]1 (stereo not given),29%[176 µM]
C1CC(N2CC(OCC3CC3)C23CCOCC3)CCN1 (stereo not given),35%[activator]
O=C(CCS(=O)Cc1ccccc1)Nc1ccccc1 (stereo not given),5%
COc1cccc(C(=O)N2CCC3(CC2)NC(=O)CC3C(=O)O)c1OC (stereo not given),27%
CNC(=O)c1cccc(-c2cnc(Nc3cccnc3)c3c2CCO3)c1,19%[176 µM]
CC1OCCC1=O (stereo not given),9%[176 µM]
CC1(C)CC(=O)C/C(=N/NC(=O)C2CCCCC2)C1,21%
CC(C)c1nncn1C1CCN(S(=O)(=O)c2ccc(Cl)cc2)CC1,40%[activator]
CCNC(=O)C1CCCN(C(=O)c2ccco2)CC1 (stereo not given),16%
C[C@]1(CO)[C@H]2Cc3sc(NC(=O)c4ccc(F)cc4)nc3[C@@H](CC(=O)NCc3cccs3)[C@]2(C)CC[C@H]1O,19%
COc1ccc(S(=O)(=O)N2CCc3c(C(=O)NCc4cccc(F)c4)cccc32)cc1,-14%
Cc1ccccc1NC(=O)CS(=O)(=O)Cc1nc(-c2ccccc2C)oc1C,-6%
COc1ccc(-c2cc(N3CCN(C(=O)Cc4ccccc4Br)CC3)n[nH]2)cc1,5%
CCCNC(=O)N1C[C@@H](Oc2ccccc2)C[C@H]1C(=O)N1CCOCC1,11%

# High-throughput results: PubChem, National Center for Advancing Translational Sciences (NCATS)

# These rows are one share of the data; the hit share may differ from the screen's.
